High-throughput results from PubChem.
FEN1 inh: inhibitors of human flap endonuclease 1; Recombinant FEN1 flap cleavage, fluorescence, 15 min; Potency, µM (highest dose often 114 µM), for the others: at the highest dose activity change, negative = inhibition, most hits filed as inhibitors; 390,000 tested, 0.35% active; AID 588795; further: nearly all actives have a fitted effect of over 65% in size
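Recombinant FEN1 (10 nM) was preincubated with pin-transferred compounds for 15 min at room temperature, then flap DNA substrate (50 nM final) was added. Plates were read at 0 and 15 min, and normalized concentration–response data were fitted to a four-parameter Hill equation.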
N370S GC: inhibitors or activators of N370S glucocerebrosidase for Gaucher disease | P04062 | N370S GC spleen homogenate, 4MU-glucoside fluorescence | Potency, µM (titrated, usually from 59.4 µM), for the others: at the top dose activity change, negative = inhibition, usual class: inhibitors | 330,000 tested, 0.092% active | AID 2101;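 further: 0% = full enzyme activity and -100% = no enzyme basal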
KAT2A inh: inhibitors of human GCN5L2 histone acetyltransferase; Q92830; Potency, µM (titrated, usually from 58.9 µM), for the others: at the highest dose activity change, negative = inhibition, hits mostly inhibitors; 390,000 tested, 0.21% active; AID 504327; GCN5L2 HAT assay, ThioGlo1 CoA-SH fluorescence
Target sequence (Q92830 whole entry, looked up): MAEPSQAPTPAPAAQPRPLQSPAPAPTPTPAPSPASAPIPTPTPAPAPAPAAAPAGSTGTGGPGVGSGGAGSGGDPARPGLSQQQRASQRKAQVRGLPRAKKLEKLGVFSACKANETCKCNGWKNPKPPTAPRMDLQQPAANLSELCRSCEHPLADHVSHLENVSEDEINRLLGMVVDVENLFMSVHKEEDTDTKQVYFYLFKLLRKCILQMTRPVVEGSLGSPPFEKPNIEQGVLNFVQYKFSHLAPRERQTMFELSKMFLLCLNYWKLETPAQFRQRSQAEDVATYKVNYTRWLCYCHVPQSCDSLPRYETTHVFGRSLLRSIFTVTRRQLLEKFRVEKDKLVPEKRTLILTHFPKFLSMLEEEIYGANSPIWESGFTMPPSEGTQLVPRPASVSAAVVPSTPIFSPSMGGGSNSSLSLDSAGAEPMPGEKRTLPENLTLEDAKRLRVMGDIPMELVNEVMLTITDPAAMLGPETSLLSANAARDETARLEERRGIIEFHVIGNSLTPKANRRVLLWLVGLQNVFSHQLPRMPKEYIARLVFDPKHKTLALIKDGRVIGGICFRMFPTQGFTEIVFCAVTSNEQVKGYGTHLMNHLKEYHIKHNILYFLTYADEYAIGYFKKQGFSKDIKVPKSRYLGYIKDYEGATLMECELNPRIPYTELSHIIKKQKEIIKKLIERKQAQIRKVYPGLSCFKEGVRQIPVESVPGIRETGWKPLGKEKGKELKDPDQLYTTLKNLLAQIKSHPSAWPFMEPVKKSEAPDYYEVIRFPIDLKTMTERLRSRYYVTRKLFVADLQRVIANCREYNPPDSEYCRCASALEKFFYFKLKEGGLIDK
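ThioGlo1-coupled HAT assay: 20nM GCN5L2, 70uM acetyl-CoA, 75uM H3(1-25) peptide, pH 7.5. Fluorescence read at 340/540nm at start and after 20 min at room temperature.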
Active calls of the source: *; ? = inconclusive; / = not tested or not shown; [ ] = another dose, or the depositor's remark. The call rests on the fitted dose curve; in most records, active means well fitted curve in the direction sought with a large enough effect; inconclusive means small, poorly fitted or top-dose-only effect, or another doubt; inactive means no such curve, though single readings can be large; an effect the other way counts as inactive or inconclusive. Unless noted, on the % scale 0 is the no-effect control and ±100 the full control effect; potency means the concentration at half of the fitted maximal effect.

1) CC1c2nc3ccccc3n2C(CC(=O)NCc2ccccn2)C(=O)N1Cc1ccccc1 (stereo not drawn)
2) COc1ccc(C(=O)COC(=O)c2ccc(OC)c(OC)c2)cc1OC
3) O=C(Nc1ccc(C(=O)N2CCN(c3ccccc3F)CC2)cc1)C1=CSCCO1
4) O=C(COC(=O)c1cnccn1)c1ccc(-c2ccccc2)cc1
5) COC(=O)c1cc(CNC(=O)CC(C)c2ccccc2)ccc1OC (stereo not drawn)
6) Cc1ccc(N2CCN(C(=O)Nc3cn(CC(C)C)c(=O)c4ccccc34)CC2)c(C)c1
7) CCCCSCCCNC(=O)C1CCN(Cc2nc(-c3ccc(CC)cc3)oc2C)CC1
8) Cc1nc2c3ccccc3nc(SCC(=O)c3ccc(Cl)cc3)n2n1

compound no. | 1 | 2 | 3 | 4 | 5 | 6 | 7 | 8
FEN1 inh | -15% | 7% | -5% | -5% | -3% | 2% | 11% | -2%
N370S GC | 27% | 4% | 0% | -8% | -2% | / | / | 3%
KAT2A inh | -4% | 2% | -15% | -6% | -1% | 4% | -5% | -1%

9) Cc1ccc(-c2nc(CS(=O)(=O)CC(=O)N3CCN(c4ccccc4)CC3)c(C)o2)cc1
10) O=C(NCc1cccc(Cl)c1)c1cc(=O)[nH]c2ccccc12
11) COc1cc(NC(=O)c2ccccc2)c(OC)cc1NC(=O)Cc1ccc(Br)cc1
12) CCOC(=O)c1sc(NC(=O)COc2ccccc2Cl)c(C(=O)OCC)c1C
13) CC1(C)CC2CN(C(=O)Cc3ccccc3)C(C)(C2)C1 (stereo not drawn)
14) COc1cccc(C(=O)CC(C(=O)O)c2ccc(Cl)cc2)c1 (stereo not drawn)
15) c1ccc(CSc2ccc(-c3ccccn3)nn2)cc1
16) CCC1CC(CSC(=N)N)OC1=O (stereo not drawn)

compound no. | 9 | 10 | 11 | 12 | 13 | 14 | 15 | 16
FEN1 inh | -2% | -2% | -6% | 1% | 2% | -2% | -7% | 2%
N370S GC | / | -6% | -2% | / | 16% | -4% | -1% | 2%
KAT2A inh | -3% | -2% | -24% | 9% | -8% | 11% | -4% | -7%

17) Cc1ccc(CN2C(=O)c3ccccc3Sc3ccc(C(=O)NC4CCCCC4)cc32)cc1
18) COC(=O)C(NC(C)=O)(Nc1nc2c(s1)CCCC2)C(F)(F)F (stereo not drawn)
19) COc1cc(CN2CCCC(CO)(Cc3ccccc3)C2)ccc1O (stereo not drawn)
20) CCn1c(=O)cc(SCC(=O)NCCc2ccc(OC)cc2OC)c2ccccc21
21) CCCN(C(=O)c1ccc(N2CCCC2=O)cc1)C1CCS(=O)(=O)C1 (stereo not drawn)
22) CSc1nc(SC(C)C(=O)O)c2c3c(sc2n1)COC(C)(C)C3 (stereo not drawn)
23) COc1ccccc1-c1c(C)[nH]n2c(=O)c(Cc3ccccc3)c(C)nc12
24) Cc1nc2cnc(Oc3ccccc3)nc2n(CCC#N)c1=O

compound no. | 17 | 18 | 19 | 20 | 21 | 22 | 23 | 24
FEN1 inh | -11% | -7% | 0% | -2% | -1% | -15% | 16% | /
N370S GC | / | 3% | -1% | / | / | 0% | 1% | -4%
KAT2A inh | 1% | -12% | -7% | -9% | -2% | -7% | -21% | 11%

Shown field by field: 2 of the compounds above
[21] CCCN(C(=O)c1ccc(N2CCCC2=O)cc1)C1CCS(=O)(=O)C1 (stereo not drawn)
  FEN1 inh: -1%
  N370S GC: /
  KAT2A inh: -2%

[22] CSc1nc(SC(C)C(=O)O)c2c3c(sc2n1)COC(C)(C)C3 (stereo not drawn)
  FEN1 inh: -15%
  N370S GC: 0%
  KAT2A inh: -7%

(cont.)
25) O=C(Nc1ccc(C(=O)O)cc1)Nc1ccc(F)cc1F
26) CCOC(=O)c1ccc(NC(=O)c2c(C)nn(-c3ccc(F)cc3)c2-n2cccc2)cc1
27) O=c1ccnc(SCc2ccccc2Cl)[nH]1
28) Cc1ccc(-c2ccccc2NC(=O)CCl)o1
29) COc1ccccc1NC(=O)CSc1nnc(NC(=O)c2ccco2)s1
30) COC(=O)c1ccc(NS(=O)(=O)c2ccc(S(=O)(=O)N3CCOCC3)cc2)cc1
31) O=C1Cc2ccccc2C(c2ccc(Cl)cc2Cl)N1 (stereo not drawn)
32) O=C(c1cnccn1)N1CCC2(CCCN(c3ccc(-c4ccccc4)cc3)C2)CC1

compound no. | 25 | 26 | 27 | 28 | 29 | 30 | 31 | 32
FEN1 inh | -11% | 4% | -4% | -6% | 0% | -8% | -3% | /
N370S GC | 3% | / | -13% | 5% | -10% | / | -1% | -3%
KAT2A inh | -1% | 1% | 0% | -8% | -12% | 0% | 4% | -18%

33) Cc1ccc(OCC(=O)Nc2ccccc2-c2ccccc2NC(=O)COc2ccc(C)cc2)cc1
34) O=C(O)c1ccc2c(c1)C(=O)N(NC(=O)c1ccc(O)cc1)C2=O
35) COc1ccc(/C=C/C(=O)NC(=S)Nc2ccc(S(=O)(=O)N=C(N)N)cc2)cc1OC
36) O=C(Nc1ccc(Oc2ncnc3cc(Cl)ccc23)nc1)Nc1cccc(C(F)(F)F)c1
37) COCCCNC(=O)C[C@H]1C[C@H](C(=O)N2CCOCC2)[C@@]2(CCC3CCCC3)c3[nH]c4cc(CCC(=O)N(C)C)ccc4c3CCN2C1=O
38) CCN1C(=O)[C@H]2[C@@H](c3ccc(-c4ccc(OC)cc4)cc3)N3CCC[C@@]3(C(=O)OC)[C@H]2C1=O
39) CCOC(=O)C1CCCN(C(=O)c2cc3c(Cl)nc4ccccc4c3s2)C1 (stereo not drawn)
40) CCN(C(=O)COC(=O)/C=C/c1cnc2ccccc2n1)C1CCS(=O)(=O)C1 (stereo not drawn)

compound no. | 33 | 34 | 35 | 36 | 37 | 38 | 39 | 40
FEN1 inh | -1% | -8% | 0% | 3% | -13% | -16% | ? | 5%
N370S GC | 15% | 3% | -3% | -2% | / | -8% | / | 3%
KAT2A inh | 1% | 0% | 2% | -2% | 2% | -10% | -8% | -19%

41) O=C(COc1ccccc1)NCC(c1ccc(Cl)cc1)N1CCCCC1 (stereo not drawn)
42) O=C(C1CC1)N(CCc1ccccc1)Cc1nc2ccccc2c(=O)[nH]1
43) Cc1cc(NC(=O)CSc2nc3ccccc3cc2C#N)no1
44) CCCCCCCOC(=O)C[N+](C)(C)CCOC1CC2CCC1(C)C2(C)C (stereo not drawn)
45) O=C(c1ccco1)N1CCN(C(=O)N2CCCCC2)CC1
46) Cc1nn(CC(=O)NC2CCC(C)CC2)c(=O)c2c1sc1ccccc12 (stereo not drawn)
47) Cc1cccc(N2CCN(c3cc(C)nc4nnnn34)CC2C)c1 (stereo not drawn)
48) CCOC(=O)C1C(=O)NC(c2ccccc2)=NC1c1ccc(F)cc1 (stereo not drawn)

compound no. | 41 | 42 | 43 | 44 | 45 | 46 | 47 | 48
FEN1 inh | -2% | 5% | -4% | -4% | 0% | 7% | -4% | 3%
N370S GC | / | 17% | 1% | ? | -3% | / | 4% | 5%
KAT2A inh | -1% | -10% | -4% | -4% | -8% | -7% | 0% | -7%

49) COc1ccc(CCC(=O)N2CCN(c3cccc(C)c3C)CC2)cc1
50) O=C(C1CCN(S(=O)(=O)N2CCOCC2)CC1)N1CCc2ccccc21
51) COC(=O)c1nn(-c2cccc(C(F)(F)F)c2)c(=O)cc1Sc1ccccn1
52) Fc1ccc(CNC(=S)NC2CCCCC2)cc1
53) CCC(CC)c1nnc(NC(=O)c2ccc(S(=O)(=O)N3CCc4ccccc4C3)cc2)s1
54) CCOc1ccccc1NS(=O)(=O)c1c(C)nc2sccn2c1=O
55) O=C1NN(c2ccccc2)C(=O)/C1=C\c1cccn1-c1ccc(Cl)c([N+](=O)[O-])c1
56) COc1cc(C(=O)O/N=C(\N)c2cccc([N+](=O)[O-])c2)cc(OC)c1OC

compound no. | 49 | 50 | 51 | 52 | 53 | 54 | 55 | 56
FEN1 inh | -5% | 2% | 10% | 3% | 0% | 5% | 2% | -5%
N370S GC | -3% | 0% | 3% | 0% | 3% | / | -4% | -4%
KAT2A inh | 0% | -14% | -8% | -14% | -1% | -4% | -6% | 3%

57) CN(C)C(CNC(=O)c1ccc(NC(=O)c2cccs2)cc1)c1ccccc1 (stereo not drawn)
58) CCOC(=O)N1CCC(n2c(SCC(=O)NCc3ccccc3)nc3ccccc3c2=O)CC1
59) CN(C)CCNC(=O)/C(=C/c1cccc([N+](=O)[O-])c1)NC(=O)c1ccccc1
60) C/C(=N\NC(=O)c1ccoc1C)c1cccc2ccccc12
61) Cc1cccc(NC(=O)c2ccc(S(=O)(=O)NCc3ccco3)cc2)n1
62) CCOC(=O)N1CCN(C(=O)COc2ccc(S(=O)(=O)NCc3ccccc3)cc2)CC1
63) CCCNC(=S)NC1CC2CCC(C1)N2Cc1ccccc1 (stereo not drawn)
64) COc1ccc(CCn2c(C)cc(C(=O)CSc3nnnn3-c3ccccc3)c2C)cc1

compound no. | 57 | 58 | 59 | 60 | 61 | 62 | 63 | 64
FEN1 inh | 9% | -2% | 2% | 6% | -11% | -2% | 6% | 0%
N370S GC | 0% | -2% | 0% | 1% | / | -1% | 2% | -14%
KAT2A inh | -1% | -7% | 1% | 3% | -9% | -5% | -8% | -8%

65) Cc1cc(C)c2nc(NC(=O)C3CCCO3)sc2c1 (stereo not drawn)
66) Cc1nc(NCCN2CCOCC2)c2oc3ccccc3c2n1
67) CCC(CC)C(=O)N1CCc2cc(OC)c(OC)cc2C1COc1ccc(C(=O)OC)cc1 (stereo not drawn)
68) COc1cc2c(c(OC)c1O)C(=O)CO2
69) OCCNc1c2ccccc2nc2c(F)c(F)c(F)c(F)c12
70) CCOc1ccccc1NC(=O)C1CCCN(S(=O)(=O)c2ccc3c(c2)C(C)(C)C(=O)N3C)C1 (stereo not drawn)
71) C/C(=N\NC(=O)COc1ccccc1-c1ccccc1)c1ccc(O)cc1O
72) COc1ccc([C@H]2CC(=O)C=C(c3ccc(F)nc3)C2)cc1OC

compound no. | 65 | 66 | 67 | 68 | 69 | 70 | 71 | 72
FEN1 inh | 3% | -3% | -3% | -7% | 10% | -1% | -9% | 17%
N370S GC | -6% | 6% | / | -2% | 2% | -3% | 4% | /
KAT2A inh | -6%[0.501 µM] | -3% | -11% | -1% | 1% | -10% | -9% | -3%

73) CCOc1cc(C2Sc3ccccc3NC3=C2C(=O)c2ccccc23)ccc1O (stereo not drawn)
74) CCOc1ccc(NC(=O)c2ccc(NC(=O)c3ccc(NC(N)=O)cc3)cc2)cc1
75) COc1cccc(CNC(=O)[C@@H](C)N2C(=O)N3CCc4c([nH]c5ccc(OC)cc45)C3(C)C2=O)c1 (stereo partly drawn)
76) Cc1ccc(NS(=O)(=O)c2cn(C)c(=O)n(C)c2=O)c(C)c1
77) Cc1cccc(C)c1NC(=O)CCCSc1nnc(-c2ccc(F)cc2)n1-c1ccccc1
78) CCCN(CCC)C(=O)C1CCC(CNS(=O)(=O)c2cccc3nsnc23)CC1 (stereo not drawn)
79) Cc1cccc(NC(=O)C2CCCN(S(=O)(=O)c3ccc4[nH]c(=O)ccc4c3)C2)c1 (stereo not drawn)
80) COc1cccc2cc(C(=O)C3=C(O)C(=O)N(CCN(C)C)C3c3ccc(Cl)cc3)oc12 (stereo not drawn)

compound no. | 73 | 74 | 75 | 76 | 77 | 78 | 79 | 80
FEN1 inh | -24% | ? | 3% | -4% | -11% | -5% | 8% | 2%
N370S GC | / | / | -25% | -23% | -3% | -10% | -8% | -15%
KAT2A inh | -11% | -9% | -7% | -39% | -2% | -5% | -4% | -2%

81) Cc1cc(C(=O)NC2CC(C)(C)Cc3c2cnn3-c2ccc(F)cc2)nn1C (stereo not drawn)
82) CC(=O)Nc1nc(-c2ccc3ccccc3c2)cs1
83) COC(=O)Cn1c(CCS(=O)(=O)c2ccc(Cl)cc2)nc2ccccc21
84) O=C(O)c1cc([N+](=O)[O-])ccc1NCc1ccccn1
85) Cn1c(=O)[nH]c(=O)c2c1nc(N1CCCCC1)n2CC(O)COc1ccc([N+](=O)[O-])cc1 (stereo not drawn)

compound no. | 81 | 82 | 83 | 84 | 85
FEN1 inh | 6% | -2% | -1% | -1% | 16%
N370S GC | 0% | -7% | 4% | 10% | -5%
KAT2A inh | -2% | -10% | 0% | -1% | -1%

Gathered by group: the entries above with a cyano group
24) Cc1nc2cnc(Oc3ccccc3)nc2n(CCC#N)c1=O
43) Cc1cc(NC(=O)CSc2nc3ccccc3cc2C#N)no1

compound no. | 24 | 43
FEN1 inh | / | -4%
N370S GC | -4% | 1%
KAT2A inh | 11% | -4%
